Screening data deposited in PubChem BioAssay by National Center for Advancing Translational Sciences (NCATS).
Tau fibril FP = qHTS for Inhibitors of Tau Fibril Formation, Fluorescence Polarization; Microtubule-associated protein tau (Homo sapiens), P10636; K18 P301L tau heparin fibrillization, Alexa594 FP, 6 h; Potency, µM (titrated, usually from 57.7 µM), for inactives: at the top dose activity, negative = inhibition, hits mostly inhibitors; 0.39% of 280,000 active; note: % is set by controls: 0 for no effect and ±100 for the full control effect; nearly all actives have a fitted effect of over 55% in size
Target sequence (P10636 561-689 P618L limits assumed): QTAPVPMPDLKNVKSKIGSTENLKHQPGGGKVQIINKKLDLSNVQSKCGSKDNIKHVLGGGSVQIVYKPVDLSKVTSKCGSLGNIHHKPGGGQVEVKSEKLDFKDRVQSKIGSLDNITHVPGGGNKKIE
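Read-out: fluorescence polarization of Alexa 594-labeled tau (0.24 uM), 555 nm excitation, 632 nm emission. Mixtures held 15 uM unlabeled K18 P301L, compound and 20 uM heparin, pH 7 acetate buffer, incubated 6 hr at 37 C.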
HTT cytoprotect = qHTS Multiplex Assay to Identify Dual Action Probes in a Cell Model of Huntington: Cytoprotection (ATP); PC12 HTT-Q103 induced, cytoprotection, ATP luminescence, 40 h; Potency, µM (doses to about 56.4 µM), without a hit: cytoprotection (ATP increase), usual class: activators; 0.14% of 230,000 active;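 note: % of control where 0% means no effect; nearly all actives have a fitted effect of over 45% in size; toxic huntingtin expression switched on by the ecdysone agonist tebufenozide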
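Cells were plated at 1500 per well in phenol red-free DMEM with 5% equine and 5% calf serum. Tebufenozide (100 nM final) and compounds were added, then ATPlite reagent, and luminescence was read.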
ALDH1A1 block = qHTS Assay for Inhibitors of Aldehyde Dehydrogenase 1 (ALDH1A1); 7.3% of 220,000 active; Potency, µM (highest dose often 75.3 µM), without a hit: top-dose activity, negative = inhibition, most hits filed as inhibitors; Purified ALDH1A1, NADH fluorescence, propionaldehyde substrate; AID 1030, 2008; active = well fitted inhibition curve with a large enough effect, not every such curve was filed as active; inconclusive = small, poorly fitted or top-dose-only effect, or another doubt; inactive = no such curve, though single readings can be large or run the other way;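 note: plate controls were no enzyme wells and a reference inhibitor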
Target sequence (P00352 whole entry, looked up): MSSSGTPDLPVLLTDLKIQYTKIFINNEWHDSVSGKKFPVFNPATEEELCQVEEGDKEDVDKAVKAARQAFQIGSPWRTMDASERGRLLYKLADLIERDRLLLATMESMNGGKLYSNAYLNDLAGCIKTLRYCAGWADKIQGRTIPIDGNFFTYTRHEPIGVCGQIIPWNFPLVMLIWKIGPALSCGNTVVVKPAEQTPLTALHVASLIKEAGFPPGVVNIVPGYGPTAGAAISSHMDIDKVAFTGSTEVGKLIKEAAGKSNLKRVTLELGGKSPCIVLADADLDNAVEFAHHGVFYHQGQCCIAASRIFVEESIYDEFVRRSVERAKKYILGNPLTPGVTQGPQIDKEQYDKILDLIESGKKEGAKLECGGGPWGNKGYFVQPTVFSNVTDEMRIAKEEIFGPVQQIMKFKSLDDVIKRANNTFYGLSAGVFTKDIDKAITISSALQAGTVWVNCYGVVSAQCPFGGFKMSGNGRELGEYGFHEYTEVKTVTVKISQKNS
Tau fluor cs = Counterscreen qHTS for Inhibitors of Tau Fibril Formation, Fluorescence Polarization; 0.93% of 280,000 active; Potency, µM (top dose mostly 57.7 µM), for inactives: top-dose activity change, negative = decrease; tau K18 P301L Alexa594 fluorescence, heparin fibrillization; note: % is set by controls: 0 for no effect and ±100 for the full control effect; nearly all actives have a fitted effect of over 55% in size
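Human K18 P301L tau (15 uM unlabeled plus 0.24 uM Alexa 594-labeled, final) in 100 mM sodium acetate pH 7 was mixed with compound and 20 uM heparin and incubated 6 hr at 37 C.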
HttQ103 aggreg = qHTS Multiplex Assay to Identify Dual Action Probes in a Cell Model of Huntington: Aggregate Formation (GFP). PC12 HttQ103-GFP aggregates, Acumen cytometry, 40 h. 1.1% of 220,000 active. Potency, µM (titrated, usually from 46.1 µM), for the others: at the top dose activity change, negative = inhibition, hits mostly inhibitors. AID 1688, 2009; note: % is set by controls: 0 for no effect and ±100 for the full control effect; nearly all actives have a fitted effect of over 60% in size
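Read-out: GFP aggregate count by laser scanning cytometer (488 nm excitation, 500-530 nm emission, 1–25 µm objects >6 SD above background). Cells: PC12, inducible HTTex1-Q103-GFP, 100 nM tebufenozide; compounds titrated.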
Tau ThT inhib = qHTS for Inhibitors of Tau Fibril Formation, Thioflavin T Binding; recombinant tau K18 P301L (four-repeat tau fragment), heparin-induced fibrillization, ThT fluorescence; Potency, µM (titrated, usually from 57.4 µM), inactives show at the highest dose activity, negative = inhibition, actives largely listed as inhibitors; 2.1% of 270,000 active; AID 1460, 2008; note: % is set by controls: 0 for no effect and ±100 for the full control effect; nearly all actives have a fitted effect of over 55% in size
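Aggregation was driven by heparin (20 uM final) acting on recombinant tau […] bearing P301L in 100 mM sodium acetate pH 7; fibrils were detected with Thioflavin T.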
JMJD2E inh = qHTS Assay for Inhibitors of Human Jumonji Domain Containing 2E (JMJD2E); JMJD2E catalytic domain, FDH-coupled NADH fluorescence (FDH is formaldehyde dehydrogenase); Potency, µM (series often up to 57.1 µM), for the others: at the highest dose activity change, negative = inhibition, actives largely listed as inhibitors; 1.6% of 230,000 active; AID 2147, 2009; active = well fitted inhibition curve with a large enough effect, not every such curve was filed as active; inconclusive = small, poorly fitted or top-dose-only effect, or another doubt; inactive = no such curve, though single readings can be large or run the other way;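 note: 0% = wells with enzyme and -100% = buffer wells without enzyme; nearly all actives have a fitted effect of over 50% in size; many of its hits are not listed in these tables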
Target sequence (B2RXH2 1-337 limits assumed): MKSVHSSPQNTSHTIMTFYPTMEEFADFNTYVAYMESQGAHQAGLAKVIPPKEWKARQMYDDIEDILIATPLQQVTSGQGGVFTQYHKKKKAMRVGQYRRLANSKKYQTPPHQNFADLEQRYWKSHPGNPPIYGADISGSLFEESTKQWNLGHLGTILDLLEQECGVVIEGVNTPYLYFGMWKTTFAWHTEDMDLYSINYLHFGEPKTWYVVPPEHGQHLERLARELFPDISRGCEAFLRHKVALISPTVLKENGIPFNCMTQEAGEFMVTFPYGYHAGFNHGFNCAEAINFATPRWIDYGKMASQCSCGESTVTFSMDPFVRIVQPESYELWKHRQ
SMN2 splice enh = qHTS Assay for Enhancers of SMN2 Splice Variant Expression; 2.8% of 210,000 active; Potency, µM (highest dose often 46.1 µM), inactives show at the top dose activity change, positive = activation, actives largely listed as activators; AID 1458, 2008; HEK293 SMN2-luciferase splicing reporter, luminescence, 30-36 h; note: % of control where 0% means no effect; nearly all actives have a fitted effect of over 55% in size
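HEK293 cells carry an SMN2 […]–luciferase reporter in which exon 7 inclusion puts luciferase in frame. Cells were plated 10-12 h before compound addition, then incubated 30-36 h at 37C. ONE-Glo luminescence was read; sodium butyrate at 4.5 mM final served as control.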
* marks the source's active call; other numbers are inactive results; ? = inconclusive; . = no result given; [ ] = remark or other dose. Unless noted, calls come from the whole dose curve; as a rule, active = well fitted curve in the direction sought with a large enough effect; inconclusive = small, poorly fitted or top-dose-only effect, or another doubt; inactive = no such curve, though single readings can be large; an effect the other way counts as inactive or inconclusive. Potency is the fitted concentration of half-maximal effect. These rows are one share of the data; rates above refer to the full screens.

No. | SMILES | Tau fibril FP | HTT cytoprotect | ALDH1A1 block | Tau fluor cs
1 | Cc1c(NC(=O)c2ccc(Cl)cc2)cc(C(C)C)c(O)c1S(=O)(=O)c1ccccc1 | ? | . | . | -28%
2 | CCCc1nc2sc3c(N4CCCCC4)ncnc3c2c2c1CCCC2 | -6% | . | . | -12%
3 | O=C(NCCCO)NC(=S)c1cccc2ccccc12 | -7% | -2%[10 µM] | 2% | 3%
4 | COCCn1c(-c2ccc(OC)cc2)cnc1SCC(=O)Nc1ccc(OC)cc1OC | 5% | 3%[10 µM] | -6% | -22%
5 | CCC(=O)Nc1c(C)nn(-c2ccc(C)c(C)c2)c1C | 9% | . | -15% | -6%
6 | COC(=O)CC1C(=O)NCCN1Cc1cn(-c2ccc(C)cc2)nc1-c1cccc(C)c1 (stereo unspecified) | 2% | 42%[10 µM] | -7% | -2%
7 | COc1cc(/C=C2/C(=N)N3OC(C)=CC3=NC2=O)ccc1OC(=O)c1ccco1 | 3% | -57%[inhibitor] | 5.6µM* | 3%
8 | Cc1cc(C)nc(-n2nc(C)cc2NC(=O)CN2CCc3ccccc3C2)n1 | -2% | -8%[10 µM] | 25µM* | -8%
9 | CN(C(=O)CSc1nncc2ccccc12)C1CCCCC1 | 2% | -35%[inhibitor] | ? | -1%
10 | C[N+]1(CC(=O)Nc2ccccc2Cl)CCN(C(=O)c2cccs2)CC1 | -14% | -7% | 0% | 1%
11 | C=CCn1c(C)nnc1SCC(=O)N1CCN(S(=O)(=O)c2ccccc2)CC1 | 2% | 12%[10 µM] | . | -10%
12 | Cn1ncc(Br)c1C(=O)NC(=S)N1CCN(c2ccccn2)CC1 | -16% | 14%[10 µM] | -17% | -5%
13 | Nc1c(C(=O)Nc2ccc3c(c2)OCCO3)nnn1CCc1ccccc1 | 4% | -43%[inhibitor] | ? | -28%
14 | Cn1nnnc1SCc1nnc(-c2ccc(Cl)cc2)o1 | -5% | -12% | 3% | -3%
15 | NNC(=O)c1cc(Br)cs1 | 4% | . | ? | -4%

No. | HttQ103 aggreg | Tau ThT inhib | JMJD2E inh | SMN2 splice enh
1 | . | -6% | . | 16µM*
2 | . | -11% | . | 4%
3 | -2% | 4% | 12% | 8%
4 | -17% | ? | -5% | -26%
5 | 8% | -3% | 6% | -18%
6 | 13%[9.22 µM] | 3% | 11% | .
7 | 1% | ? | -3% | -1%
8 | ? | ? | -1% | -10%
9 | 29% | ? | -10% | 3%
10 | 16% | 7% | 5% | -5%
11 | -12%[9.22 µM] | . | 4% | .
12 | -12% | -2% | -2% | -39%[inhibitor]
13 | -7% | ? | -5% | ?
14 | 10% | -14% | 3% | -29%
15 | -11% | -14% | -23% | -8%

A draw from above in order of heavy-atom count, rising.
No. | SMILES | Tau fibril FP | HTT cytoprotect | ALDH1A1 block | Tau fluor cs
3 | O=C(NCCCO)NC(=S)c1cccc2ccccc12 | -7% | -2%[10 µM] | 2% | 3%
10 | C[N+]1(CC(=O)Nc2ccccc2Cl)CCN(C(=O)c2cccs2)CC1 | -14% | -7% | 0% | 1%
8 | Cc1cc(C)nc(-n2nc(C)cc2NC(=O)CN2CCc3ccccc3C2)n1 | -2% | -8%[10 µM] | 25µM* | -8%
7 | COc1cc(/C=C2/C(=N)N3OC(C)=CC3=NC2=O)ccc1OC(=O)c1ccco1 | 3% | -57%[inhibitor] | 5.6µM* | 3%

No. | HttQ103 aggreg | Tau ThT inhib | JMJD2E inh | SMN2 splice enh
3 | -2% | 4% | 12% | 8%
10 | 16% | 7% | 5% | -5%
8 | ? | ? | -1% | -10%
7 | 1% | ? | -3% | -1%

More compounds follow.
No. | SMILES | Tau fibril FP | HTT cytoprotect | ALDH1A1 block | Tau fluor cs
16 | O=C1CCN(S(=O)(=O)c2ccccc2)CCN1CCOCc1ccccc1 | -2% | -11%[10 µM] | . | -3%
17 | Cn1c(=O)c2c(nc(N3CCc4ccccc4C3)n2C)n(C)c1=O | 7% | -23% | ? | -5%
18 | COc1ccc(CCNc2oc(-c3ccccc3OC)nc2C#N)cc1OC | -3% | -27%[0.074 µM] | ? | -29%
19 | CCCCC[n+]1cccc2c3ccccc3ccc21 | -2% | -97%[inhibitor] | ? | -3%
20 | CC(C)n1c(N)c(C#N)c2ccc([N+](=O)[O-])cc2c1=O | -2% | -6%[10 µM] | -2% | -26%
21 | O=C(Nc1ccc(S(=O)(=O)N2CCOCC2)cc1)c1cc(-c2cc(Cl)ccc2O)n[nH]1 | ? | -50%[inhibitor][10 µM] | -3% | ?
22 | CCCCC(=O)Nc1ncc(Br)s1 | -3% | 29%[0.074 µM] | 4% | -6%
23 | CCCCCOC(=O)Cn1c(=O)oc2ccc(C)cc21 | 0% | 36%[10 µM] | 2% | -3%
24 | CCC1CCCCN1CCCNC(=O)c1ccc2c(c1)N(Cc1ccccc1)C(=O)c1ccccc1S2(=O)=O (stereo unspecified) | -3% | . | . | -18%
25 | O=C(CN1CCCCCC1)N/N=C/c1cccc(Cl)c1 | 11% | 15%[10 µM] | 6% | -13%
26 | CCN1CCN(C(=S)NCC2CCCO2)CC1 (stereo unspecified) | 3% | -27% | 0.5µM* | -8%
27 | Cc1c(-c2nc(-c3cccnc3)no2)cccc1[N+](=O)[O-] | 0% | 2% | -1% | -10%
28 | CCCN(CCC)CCCNC(=O)C1c2cc(OC)c(OC)cc2C(=O)N(C)C1c1cccnc1 (stereo unspecified) | 4% | -20% | 6% | -4%
29 | Cn1c(=O)c2c(ncn2CCC(=O)N/N=C/c2ccccc2)n(C)c1=O | 3% | -9%[10 µM] | . | 14%
30 | CCC(=O)Nc1c(C)c(CC)nc2ccccc12 | -1% | -12%[0.074 µM] | 10% | -5%

No. | HttQ103 aggreg | Tau ThT inhib | JMJD2E inh | SMN2 splice enh
16 | 1%[9.22 µM] | 6% | -8% | .
17 | 17% | -6% | -1% | -3%
18 | 11% | -26% | ? | -6%
19 | 2.5µM* | 4% | ? | -58%[inhibitor]
20 | -7%[9.22 µM] | ? | -24% | .
21 | -18%[9.22 µM] | ? | -26% | .
22 | -11% | -13% | -5% | ?
23 | 9% | -5% | 10% | -2%
24 | . | 2% | . | -3%
25 | -8% | -17% | -22% | -7%
26 | 0% | -2% | ? | 6%
27 | -13%[9.22 µM] | -14% | -36% | 21%
28 | 11% | -2% | -3% | -2%
29 | -32%[9.22 µM] | 11% | -2% | .
30 | -25% | -6% | 12% | 23%

The results go on.
No. | SMILES | Tau fibril FP | HTT cytoprotect | ALDH1A1 block | Tau fluor cs
31 | CCc1ccccc1NC(=O)Cn1c(SCc2ccc(F)cc2)nc2ccncc21 | -7% | . | . | -18%
32 | O=C(COc1ccccc1C(=O)Nc1ccccc1)c1ccc(Br)cc1 | -3% | -12%[10 µM] | 2% | -26%
33 | COc1ccc(NC(=O)/C(C#N)=C/c2cc(C)n(-c3ccc(N4CCOCC4)c([N+](=O)[O-])c3)c2C)cc1 | 2% | 29%[10 µM] | -4% | -29%
34 | c1ccc2sc(SCc3ccc(-c4nnco4)cc3)nc2c1 | -2% | -2% | -4% | ?
35 | O=C(N/N=C/c1ccco1)c1ccccn1 | -5% | -35% | -1% | 3%
36 | CN(C)C(=O)CSc1nnc(CCNC(=O)OC(C)(C)C)o1 | 2% | -1% | -7% | 5%
37 | CCn1c(SCC(=O)c2cc(OC)ccc2OC)nnc1C(C)C | -3% | -16% | 28µM* | 5%
38 | O=C(Nc1nc2ccccc2c(=O)s1)c1ccco1 | -6% | -5%[10 µM] | . | -2%
39 | COc1ccc(NC(=O)c2cnc3cc(C)ccn3c2=O)c(OC)c1 | -4% | . | . | -23%
40 | CC(C)(C)n1nnnc1C(c1cccnc1)N(Cc1ccccc1)Cc1cccs1 (stereo unspecified) | 4% | -2% | 5% | -2%
41 | O=C(c1[nH]ncc1-c1cccc(Br)c1)C1CO1 (stereo unspecified) | -4% | 19%[10 µM] | . | -19%
42 | Cc1cccc2sc(NNC(=O)C3=COCCO3)nc12 | 2% | 30% | ? | -4%
43 | Cc1ccc(-c2nnc(N(C)C(=O)C3CCCO3)s2)cn1 (stereo unspecified) | 1% | -16%[10 µM] | 0% | 7%
44 | O=C1CCC(=O)N1CCSC(=S)N1CCSCC1 | -7% | -8%[10 µM] | . | -10%
45 | O=C(N/C(=C/c1cn(-c2ccccc2)nc1-c1ccccc1)C(=O)N1CCOCC1)c1ccc(Cl)cc1Cl | 4% | -2%[10 µM] | 16µM* | 6%

No. | HttQ103 aggreg | Tau ThT inhib | JMJD2E inh | SMN2 splice enh
31 | . | -3% | . | -1%
32 | -7% | ? | -1% | -8%
33 | -8% | ? | -4% | -66%[inhibitor]
34 | ? | ? | -1% | 13µM*
35 | -2% | 4% | ? | 21%
36 | -14% | 7% | 5% | -19%
37 | -9%[9.22 µM] | -10% | 7% | -5%
38 | 8%[9.22 µM] | . | -23% | .
39 | . | ? | . | -4%
40 | ? | -10% | -5% | -32%[inhibitor]
41 | 13%[9.22 µM] | ? | 6% | .
42 | 14%[9.22 µM] | -2% | 2% | 9%
43 | 2% | -3% | -11% | 2%
44 | 7%[9.22 µM] | -6% | 5% | .
45 | -1% | 10% | 11% | -4%

(list continues)
No. | SMILES | Tau fibril FP | HTT cytoprotect | ALDH1A1 block | Tau fluor cs
46 | c1ccc2c(c1)CCNC2c1ccncc1 (stereo unspecified) | -15% | 12%[10 µM] | . | -10%
47 | O=C(O)c1ccc(CN2C(=O)c3ccccc3S2(=O)=O)cc1 | -1% | -8% | 12% | 0%
48 | O=C(Cc1ccc(Cl)cc1)Nc1ccccc1Sc1ccccc1 | -2% | -10%[10 µM] | -12% | -7%
49 | CN(CC(=O)Nc1c(Cl)cccc1Cl)C(=O)CCCN1C(=O)c2ccccc2C1=O | 3% | 1% | ? | 7%

No. | HttQ103 aggreg | Tau ThT inhib | JMJD2E inh | SMN2 splice enh
46 | 10%[9.22 µM] | -9% | 1% | .
47 | -12% | 0% | -1% | 6%
48 | -3% | -4% | 5% | -23%
49 | 19% | 1% | -6% | -11%
